# Screens deposited in PubChem by MTDP.
# RNase H inhibition = RNase H inhibition, HIV 1 Gag Pol polyprotein, FRET biochemical assay, screening (AID 372). hit rate 0.77% among 100,000. HIV-1 RT RNase H, FRET RNA/DNA substrate fluorescence; higher % means a stronger effect. inhibition, % at 10 µM, or IC50 in µM where a hit was titrated; in the data active means inhibition above about 50%
# Active calls of the source: *.
SMILES,RNase H inhibition
Cc1ccc(/C(O)=C2/C(=O)C(=O)N(c3ccccc3)C2c2ccc([N+](=O)[O-])cc2)cc1 (configuration not stated),0%
Cc1cccc(N2C(=O)SC(Nc3ccccc3C)C2=O)c1 (configuration not stated),2%
O=C(Oc1ccc2c(c1)oc(=O)c1ccccc12)c1ccccc1Cl,13%
O=C(NCCO)c1ccc2nc3c4ccccc4c4ccccc4c3nc2c1,12%
COc1cccc(N(CC(=O)N2CCCC2)S(=O)(=O)c2ccccc2)c1,5%
NC1=NC(=O)/C(=C\c2ccc(-c3ccccc3Cl)o2)S1,35%
CCOC(=O)Cn1cc(/C=C(/C#N)C(=O)Nc2cccc(C)c2)c2ccccc21,5%
COc1ccc(OC)c(NC(=O)C(=O)NCc2ccco2)c1,18%
CN1CCN(C(=O)/C(=C/c2ccc(F)cc2)NC(=O)c2ccccc2Cl)CC1,9%
CCOc1cc(/C=C2/SC(=S)NC2=O)ccc1OCC(C)COc1ccccc1 (configuration not stated),17%
CCCCc1ccc(NC(=S)NC(=O)c2ccc(OC)c(Cl)c2)cc1,13%
COc1cccc(C2NC(=O)NC(C)=C2C(=O)Nc2ccccc2Cl)c1OC (configuration not stated),3%
CCCCOC(=O)c1ccc(NC(=O)c2cccc(Cl)c2Cl)cc1,16%
COc1ccccc1NCN1C(=O)C2CCCCC2C1=O (configuration not stated),0%
COC(=O)c1cc(NC(=O)Cc2ccccc2[N+](=O)[O-])cc(C(=O)OC)c1,2%

# A run of entries from further up, for reference:
SMILES,RNase H inhibition
COc1cccc(N(CC(=O)N2CCCC2)S(=O)(=O)c2ccccc2)c1,5%
NC1=NC(=O)/C(=C\c2ccc(-c3ccccc3Cl)o2)S1,35%

# Looked up by structure from above (four):
SMILES,RNase H inhibition
O=C(NCCO)c1ccc2nc3c4ccccc4c4ccccc4c3nc2c1,12%
O=C(Oc1ccc2c(c1)oc(=O)c1ccccc12)c1ccccc1Cl,13%
CCCCOC(=O)c1ccc(NC(=O)c2cccc(Cl)c2Cl)cc1,16%
CN1CCN(C(=O)/C(=C/c2ccc(F)cc2)NC(=O)c2ccccc2Cl)CC1,9%

# Back to the main list, starting 3 compounds before the break.
SMILES,RNase H inhibition
CCCCOC(=O)c1ccc(NC(=O)c2cccc(Cl)c2Cl)cc1,16%
COc1ccccc1NCN1C(=O)C2CCCCC2C1=O (configuration not stated),0%
COC(=O)c1cc(NC(=O)Cc2ccccc2[N+](=O)[O-])cc(C(=O)OC)c1,2%
CCCCCC1/C(=N\O)CC(c2ccccc2)N(C)C1c1ccccc1 (configuration not stated),10%
CC(C)C(=O)NN=C1CCC(=NNC(=O)C(C)C)CC1,1%
COc1ccc(/C=C2\SC(=S)N(c3ccc(F)cc3)C2=O)cc1OC,22%
Cc1ccc(NC(=O)c2ccc(Br)cc2)cc1Cl,0%
CCOC(=O)C1=C(C)NC2=C(C(=O)CCC2)C1c1ccc(OC)c(OC)c1OC (configuration not stated),5%
COC(=O)C1=C(C)N(CC2CCCO2)C(=O)/C1=C\c1ccc(C)cc1 (configuration not stated),4%
C#CCOc1c(Br)cc(/C=C2\C(=O)NC(=O)N(c3ccc(Cl)cc3)C2=O)cc1OC,22%
CC(C)c1ccc(N2C(=O)c3ccccc3NC2c2ccc3c(c2)OCO3)cc1 (configuration not stated),2%
O=C(OC/C=C/c1ccccc1)C(C(F)(F)F)C(F)(F)F,11%
O=C(CSc1nc2ccccc2[nH]1)N/N=C/c1ccc(Cl)cc1Cl,17%
Cc1cccc(N2CCN(C(=O)c3ccccc3F)CC2)c1C,16%
COc1ccc(C2=C/C(=C/c3ccc([N+](=O)[O-])cc3)C(=O)O2)c(OC)c1,4%
CCOC(=O)C1CCN(C(=S)NC23CC4CC(CC(C4)C2)C3)CC1,3%
CCC(C)(C)C(=O)Nc1ccc(N(C)C(C)=O)cc1,8%
CC(C)c1ccc(C2C(C#N)=C(N)Oc3cc(O)ccc32)cc1 (configuration not stated),23%
CCOc1ccc(/C=C2\C(=O)NC(=S)N(c3ccc(Br)cc3)C2=O)cc1Cl,4%
COC(=O)C1=C(C)NC2=C(C(=O)c3ccccc32)C1c1ccc(-c2ccc(Cl)cc2)o1 (configuration not stated),5%
Cc1cc(C)c2oc(-c3cccc(NC(=O)/C=C/c4ccco4)c3)nc2c1,15%
COc1ccc2oc(=O)c(C(=O)Nc3cccc(C(C)=O)c3)cc2c1,3%
CC(C)NC(=O)C1C(c2ccccc2)=C1c1ccccc1,2%
O=c1[nH]c(=O)n(C2CCCCC2)c(O)c1/C=C1/C=CC=N1,12%
CCOc1ccc(NC(=O)c2cccc([N+](=O)[O-])c2C)cc1,6%
C/C(=N/NS(=O)(=O)c1ccccc1)c1ccc(NC(=O)C(F)(F)F)cc1,3%
O=C(/C=C/c1ccc(Cl)cc1)Nc1ccc(N2CCCCC2)cc1,18%
COc1cc(C=O)ccc1OCc1ccc(I)cc1,26%
CCOC(=O)c1c(C)oc2cc(Br)c(O)c(CN(C)C)c12,5%
COc1cc(CN2CCN(c3ccccc3F)CC2)cc(OC)c1O,0%
Cc1cc(/C=C2\C(=O)NC(=S)N(c3cccc(Cl)c3Cl)C2=O)c(C)n1C,0%
CCOc1cc(C(=O)NC(=S)Nc2ccc(Br)cc2)cc(OCC)c1OCC,7%
O=C(CC1S/C(=N\N=C\c2cccs2)NC1=O)Nc1ccc(Cl)cc1Cl (configuration not stated),0%
CCC(=O)NC(c1ccccc1OC)c1c(O)ccc2ccccc12 (configuration not stated),19%
CC(C)(C)C1CCc2nc3ccccc3c(C(=O)O)c2C1 (configuration not stated),11%
O=C(Nc1nc(-c2ccc(Cl)cc2Cl)cs1)c1cccc(Cl)c1,7%
Cc1c(Cl)ccc2c1NC(=O)C2(c1ccc(O)cc1)c1ccc(O)cc1,16%
CCN1/C(=C/C(=O)C2CC2)Sc2ccccc21,5%
Cc1cccc(-c2cc(C(=O)N3CCN(Cc4ccccc4)CC3)c3ccccc3n2)c1,0%
N=c1n(-c2ccccc2)c(O)c(N=Nc2ccc([N+](=O)[O-])cc2)c(=O)n1-c1ccccc1,3%
Cc1nn(-c2ccccc2)c2c1C(c1cccc(Cl)c1)C(C#N)=C(N)O2 (configuration not stated),17%
O=C(NC(=S)Nc1ccc2oc(-c3cccc(F)c3)nc2c1)c1cc2ccccc2o1,0%
O=C(CSc1nc2ccc(N3C(=O)c4ccccc4C3=O)cc2s1)c1ccccc1,8%
Cc1ccc(/C=C(\C#N)c2nc3ccccc3n2C)o1,2%
C=C1CSc2nc(=O)c3c(C)c(C)sc3n21,7%
CC(NC(=O)Cc1ccccc1)c1ccc(Cl)c(Cl)c1 (configuration not stated),0%
COc1ccc(N2C(=O)/C(=C\c3ccc4c(c3)OCO4)SC2=S)cc1,6%
CCn1c2ccccc2c2cc(/C=C(\C#N)C(N)=O)ccc21,35%
COC(=O)C(C)Oc1cc2oc(=O)cc(-c3ccccc3)c2cc1Cl (configuration not stated),15%
O=C(Nc1ccc(C(=O)N2CCOCC2)cc1)c1c(Cl)cccc1Cl,9%
CC12C(=O)N(c3cccc(C(=O)O)c3)C(=O)C1C1c3ccccc3C2c2ccccc21 (configuration not stated),0%
O=C(Nc1cccc(Cl)c1)Nc1ccc(F)c(Cl)c1,15%
CC12CN(Cc3ccccc3)CC(C)(CN(Cc3ccccc3Br)C1)C2,11%
CCOc1cccc(NC(=O)/C(C#N)=C\c2cc(C)n(-c3cccc(C)c3)c2C)c1,10%
Cc1c(NC(=O)C(C)Sc2ccc(Cl)cc2)c(=O)n(-c2ccccc2)n1C (configuration not stated),9%
O=C(/C=C/c1ccc(Cl)cc1)Nc1cccc([N+](=O)[O-])c1,4%
COc1cc(/C=c2\sc3nc4ccccc4n3c2=O)cc(Cl)c1OS(=O)(=O)c1ccc(C)cc1,6%
Cc1ccc(C(=O)N2CCC(Cc3ccccc3)CC2)c(Cl)c1,14%
COc1cc(/C=C2/SC(=S)N(CCC(=O)O)C2=O)cc(Br)c1O,16%
Cn1cnnc1SCC(=O)Nc1ccccc1,3%
CCOC(=O)C1CCN(C2=NC(=O)/C(=C\c3cccc(O)c3)S2)CC1,4%
Cc1ccc(C(=O)N/C(=C\c2cn(-c3ccccc3)nc2-c2ccc(F)cc2)C(=O)NCc2cccnc2)cc1,0%
CCOc1ccc(/C=N/NC(=O)c2cccc([N+](=O)[O-])c2)cc1OC,6%

# (further entries)
SMILES,RNase H inhibition
COc1ccc(S(=O)(=O)N(CC(=O)NCCc2ccc(OC)c(OC)c2)Cc2ccccc2)cc1,7%
CCOc1ccc(NC2=C(Cl)C(=O)N(c3ccc(OC)cc3)C2=O)cc1,25%
COc1cc(/C=C2\C(=O)NC(=O)N(c3ccc(C)cc3)C2=O)ccc1OCc1ccccc1,16%
Cc1ccc(-c2c(CCC(C)(O)c3ccccc3)oc3ccccc23)o1 (configuration not stated),27%
CC(C)c1ccc(NC(=O)CN(Cc2ccccc2)S(=O)(=O)c2ccccc2)cc1,18%
C=CCc1ccc(OCC(O)CO)c(OC)c1 (configuration not stated),5%
Cc1cccc(C)c1N=C(NO)c1nonc1N,9%
CCSc1nc(-c2ccccc2)cc(-c2ccccc2OC)c1C#N,5%
CCCCCCCCc1nnc(NC(=O)c2ccccc2I)s1,13%
Cc1ccc(NC(=O)C2CC(=O)N(c3ccc(Br)cc3)C2)cc1C (configuration not stated),5%
COc1ccc(CC(=O)N/N=C(\C)CC(=O)Nc2ccccc2C)cc1OC,0%
CN1CCC(N(C)C/C(Cl)=C/c2ccccc2)CC1,6%
CC(=O)C1C(c2ccccc2F)c2c(noc2C)CC1(C)O (configuration not stated),1%
Nc1ccc2oc(-c3cccc(Cl)c3)nc2c1,7%
COc1cc(/C=C2\C(=O)NC(=O)N(c3cc(C(F)(F)F)ccc3Cl)C2=O)cc([N+](=O)[O-])c1O,22%
COc1ccc(-c2cc(C(=O)Nc3ccc(F)c([N+](=O)[O-])c3)c3ccccc3n2)cc1OC,13%
O=C(NNC(=O)c1ccc(-c2ccccc2)cc1)Nc1ccccc1,3%
O=C(O)C(Cc1ccccc1)P(=O)(O)CN1CCOCC1 (configuration not stated),3%
O=C(Nc1cccc(NC(=O)c2sc3ccccc3c2Cl)c1)c1ccccc1Cl,2%
C=CCN1C(=O)/C(=C\c2ccc(OCc3cccc(C)c3)cc2)SC1=S,11%
CCN1C(=O)/C(=C2\SC(=S)N(NC(=O)c3ccccc3)C2=O)c2ccccc21,12%
Cc1ccc(NC(=S)NC(=O)c2ccc(OC(C)C)cc2)cc1Cl,6%
COc1ccc(C(=O)c2ccc(OC)c3cccc(O)c23)cc1OC,9%
O=[N+]([O-])c1cccc(-c2csc(N/N=C\c3ccccc3O)n2)c1,31%
Nc1nnc(CC(=O)N/N=C/c2c(Cl)cccc2Cl)s1,7%
CN(C)C=Nc1ccn(Cc2ccccc2)c(=O)c1C#N,4%
Cc1ccc(C)c(-c2nc3ccccc3c(C(=O)O)c2C)c1,11%
CCc1ccccc1NC(=O)COc1ccc(C)cc1,11%
O=C(Nc1ccc(-c2cnc(-c3ccc(NC(=O)C(F)(F)F)cc3)nc2)cc1)C(F)(F)F,30%
Cc1ccc(N=C2CCCc3c2[nH]c2ccc(Br)cc32)cc1,10%
O=C(c1sc2ccccc2c1Cl)N1CCN(c2ccc([N+](=O)[O-])cc2Cl)CC1,9%
O=C(NCc1ccccc1)c1cc(-c2ccco2)nc2ccccc12,12%
CCc1ccccc1NC1=C(Cl)C(=O)N(c2ccccc2Cl)C1=O,0%
COc1cc(NC(=O)c2cccnc2)c(OC)cc1NC(C)=O,7%
NNC(=O)Cn1nnc(-c2ccccc2Cl)n1,7%
O=C(Nc1ccc(S(=O)(=O)Nc2ncccn2)cc1)c1cc([N+](=O)[O-])ccc1Cl,4%
COC(=O)CN1C(=O)C(=Cc2ccc(N(C)C)cc2)SC1=S,7%
CCCCN(CCCC)C(=O)c1ccc(Cl)cc1,8%
C/C(=N\N=C1\NC(=O)C(CC(=O)Nc2cccc3ccccc23)S1)C(C)C (configuration not stated),0%
CSc1ccc(C2CC(=O)Nc3c2ccc2ccccc32)cc1 (configuration not stated),0%
CCc1c(C)[nH]c2ccc(C(=O)O)cc2c1=O,10%
CC(OC(=O)c1ccc2c(c1)C(=O)N(c1ccc(Cl)c(Cl)c1)C2=O)C(=O)c1ccccc1 (configuration not stated),7%
CC1(C)CC(NC(=O)c2ccc(I)cc2)CC(C)(C)N1,22%
C/C(=N\NC(=O)c1cccc([N+](=O)[O-])c1)c1cccnc1,9%
CCN1C(=O)/C(=C\c2cc(Cl)c(OCc3ccc(Cl)cc3)c(OC)c2)SC1=S,41%

# Among those listed so far, four have a CF3 group.
SMILES,RNase H inhibition
O=C(OC/C=C/c1ccccc1)C(C(F)(F)F)C(F)(F)F,11%
C/C(=N/NS(=O)(=O)c1ccccc1)c1ccc(NC(=O)C(F)(F)F)cc1,3%
COc1cc(/C=C2\C(=O)NC(=O)N(c3cc(C(F)(F)F)ccc3Cl)C2=O)cc([N+](=O)[O-])c1O,22%
O=C(Nc1ccc(-c2cnc(-c3ccc(NC(=O)C(F)(F)F)cc3)nc2)cc1)C(F)(F)F,30%

# (next part)
SMILES,RNase H inhibition
COC(=O)c1cc(C(=O)N2CC(C)OC(C)C2)cc([N+](=O)[O-])c1 (configuration not stated),6%
COc1cccc(/C=C2/SC(=S)N(CCC(=O)Nc3ccc(O)cc3)C2=O)c1,15%
Cc1ccc(N2C(=O)NC(=O)/C(=C/c3ccc4c(c3)OCO4)C2=O)cc1,18%
Cc1ccc(C)n1-c1ccc(O)c(C(=O)O)c1,9µM*
COc1cc(/C=C2/SC(=S)N(C3CCCCC3)C2=O)cc(Cl)c1O,21%
CCOc1cc(OCC)cc(C(=O)Nc2ccc(C(C)=O)cc2)c1,8%
CCOC(=O)C1=C(C)NC2=C(C(=O)CCC2)C1c1cccc(F)c1 (configuration not stated),2%
Cc1cccc(NC(=S)N2CCN(c3ccc(F)cc3)CC2)c1,6%
O=C1CSC(c2ccccc2F)N1c1ccccc1 (configuration not stated),0%
CCCC12C(=O)C(C)(C(c3ccccc3)=C1c1ccccc1)C1C(=O)N(c3ccccc3Cl)C(=O)C12 (configuration not stated),7%
Cc1ccccc1OCC(=O)N/N=C/c1ccc(F)cc1,4%

# An excerpt; rates above refer to the full screens.
